# Source: PubChem (National Center for Advancing Translational Sciences (NCATS))
# CCT modulator = High-Throughput Screening for Modulators of Cytosolic Chaperonin Activity. activity change, % (no concentration beside the values), hits read low. AID 651819, 2012. purified chaperonin ATPase assay, HTRF ADP detection, 30 min. 0.3% of 360,000 active; in the data active = activity change below about -30%; also: % is scaled to controls: 0 for no effect and ±100 for the full control effect
#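 Enzyme 40 or 20 nM (batch-dependent) in Tris pH 7.4/KCl/MgCl2/DTT; cpd 76 uM single point; ATP 10 uM; 30 min 37 °C; Transcreener ADP HTRF detection, 30 min RT; ratio 665/615.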
# Nrf2 ARE act = qHTS of Nrf2 Activators. AREc32 ARE-luciferase reporter (MCF7-derived line), luminescence, 24 h. Potency, µM (highest dose often 46.1 µM), for inactives: at the top dose activation, most hits filed as activators. 0.31% of 410,000 active; also: potency is read from the fitted curve at half-maximal effect; % of control where 0% means no effect; nearly all actives have a fitted effect of over 65% in size
#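 Quantitative high-throughput format: AREc32 reporter cells, 1000 per well, received compound by pin transfer and were incubated 24 hr at 37 deg C, 5% CO2, before Steady-Glo luminescence detection.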
# EPAC2 ag = qHTS for Agonist of cAMP-regulated guanine nucleotide exchange factor 4 (EPAC2): primary screen | EPAC2 activation, biochemical qHTS; response scale: 100% = 6.5 mM cAMP response | Potency, µM (top dose mostly 154 µM), without a hit: at the highest dose activation, actives largely listed as activators | 0.079% of 360,000 active; also: potency is read from the fitted curve at half-maximal effect; nearly all actives have a fitted effect of over 50% in size
# Target sequence (Q8WZA2 whole entry, looked up): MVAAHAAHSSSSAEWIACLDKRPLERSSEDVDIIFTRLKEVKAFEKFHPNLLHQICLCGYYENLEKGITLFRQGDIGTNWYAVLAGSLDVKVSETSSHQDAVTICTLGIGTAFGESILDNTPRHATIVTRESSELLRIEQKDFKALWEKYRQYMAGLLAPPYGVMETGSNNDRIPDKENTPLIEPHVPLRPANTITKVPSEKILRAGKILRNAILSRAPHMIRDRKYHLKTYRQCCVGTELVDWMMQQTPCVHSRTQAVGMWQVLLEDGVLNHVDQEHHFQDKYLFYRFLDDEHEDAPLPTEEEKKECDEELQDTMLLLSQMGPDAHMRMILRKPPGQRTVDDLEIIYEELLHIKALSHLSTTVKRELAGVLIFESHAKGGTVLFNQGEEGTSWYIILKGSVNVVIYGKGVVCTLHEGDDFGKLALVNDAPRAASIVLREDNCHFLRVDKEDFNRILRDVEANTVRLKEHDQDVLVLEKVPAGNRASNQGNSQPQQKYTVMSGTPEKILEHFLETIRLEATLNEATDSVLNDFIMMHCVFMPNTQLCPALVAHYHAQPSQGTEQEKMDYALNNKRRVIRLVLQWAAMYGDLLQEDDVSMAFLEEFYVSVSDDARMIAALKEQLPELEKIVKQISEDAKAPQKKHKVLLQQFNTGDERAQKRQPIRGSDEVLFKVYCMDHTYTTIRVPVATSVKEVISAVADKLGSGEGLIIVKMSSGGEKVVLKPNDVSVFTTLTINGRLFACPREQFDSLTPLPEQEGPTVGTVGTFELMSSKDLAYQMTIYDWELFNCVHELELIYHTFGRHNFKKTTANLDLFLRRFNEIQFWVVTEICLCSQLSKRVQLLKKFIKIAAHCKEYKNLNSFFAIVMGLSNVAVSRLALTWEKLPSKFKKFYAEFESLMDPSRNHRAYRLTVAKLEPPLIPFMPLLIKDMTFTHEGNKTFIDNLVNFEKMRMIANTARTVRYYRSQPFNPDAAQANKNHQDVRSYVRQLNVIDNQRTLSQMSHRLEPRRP
#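 Setup: EPAC2 100 nM, labeled Rap1B complex 250 nM, free GDP 50 uM. Compound titrations pinned in, brief spin, 5 min room temperature incubation. Kinetic fluorescence read over 30 min, normalized to 6.5 mM cAMP.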
# Mm-Cpn inhibitor = Inhibitors of TCP-1 ring complex (TRiC) of Methanococcus maripaludis (MmCpn): qHTS | purified Mm-Cpn ATPase, ADP Transcreener TR-FRET | Chaperonin Mm-Cpn (Methanococcus maripaludis) | AID 504842, 2011 | Potency, µM (doses to about 76.9 µM), for the others: at the highest dose activity, negative = inhibition, usual class: inhibitors | 0.031% of 330,000 active; also: potency is read from the fitted curve at half-maximal effect; % is scaled to controls: 0 for no effect and ±100 for the full control effect; nearly all actives have a fitted effect of over 80% in size
#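 Purified archaeal chaperonin (25 nM final) was preincubated with compound for 10 min at 37°C, then ATP (10 uM final) was added for 30 min at 37°C in Tris pH 7.4/KCl/MgCl2/DTT buffer. ADP was quantified by HTRF Transcreener TR-FRET.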
# TGFb inhibitor = qHTS for Inhibitors of TGF-b. Potency, µM (top dose mostly 46.1 µM), for the others: at the highest dose activity, negative = inhibition, most hits filed as inhibitors. HepG2 CAGA-GFP TGF-b/SMAD3 reporter, GFP fluorescence, 18 h; TGF-beta stimulated, 500 pg/mL final. 1.2% of 410,000 active; also: potency is read from the fitted curve at half-maximal effect; % is scaled to controls: 0 for no effect and ±100 for the full control effect; nearly all actives have a fitted effect of over 65% in size
#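 TGF-beta reporter screen: HEPG2 CAGA-GFP, 1% FBS, 500 pg/mL TGF-beta final, 18 h; per-cell GFP summed per well; curves fitted and categorized by class.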
# Nrf2 inh = Nrf2 qHTS screen for inhibitors. 2.1% of 360,000 active. A549 ARE-Fluc reporter, luciferase luminescence, 18-24 h. Potency, µM (top dose mostly 46 µM), without a hit: top-dose activity change, negative = inhibition, most hits filed as inhibitors; also: potency is read from the fitted curve at half-maximal effect; % is scaled to controls: 0 for no effect and ±100 for the full control effect; nearly all actives have a fitted effect of over 60% in size
#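 A549 ARE_Fluc cells (5000/well, 5% FBS OPTI-MEM) pre-incubated 2 h, then treated with compounds 18-24 h at 37C/5% CO2 in concentration-response. CellTiter-Fluor viability read first; BugLite luciferase luminescence after 15 min at room temperature gives Nrf2 activity.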
# EPAC2 antagonist = qHTS for Antagonist of cAMP-regulated guanine nucleotide exchange factor 2 (EPAC2): primary screen | Rap guanine nucleotide exchange factor 4 (Homo sapiens), Q8WZA2 | EPAC2 GEF exchange of Rap1B-BODIPY-GDP, fluorescence | Potency, µM (top dose mostly 114 µM), inactives show top-dose activity, negative = inhibition, most hits filed as inhibitors | 0.18% of 360,000 active | AID 720708, 2013; also: potency is read from the fitted curve at half-maximal effect; % is scaled to controls: 0 for no effect and ±100 for the full control effect; nearly all actives have a fitted effect of over 45% in size; many of its hits are not listed in these tables
# Akt phos inh = HTS Assay for Inhibitors of Akt Phophorylation: Primary Screen; Neuro2A IGF-stimulated pAkt S473 HTRF, 20 min; stronger effect = lower value; activity change, % for hits at 50 µM; 0.32% of 360,000 active; in the data active = activity change below about -80%; inconclusive = mostly about -51% to -80%; also: % is scaled to controls: 0 for no effect and ±100 for the full control effect
#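 Single-point screen (50 µM final compound) in Neuro2A cells stimulated 20 min with 6 nM IGF at 37 deg C. After lysis, Ser473-phosphorylated Akt read by HTRF (ex 330 nm, em 615/665 nm) as the 665/615 ratio.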
# A549 tox = Nrf2 qHTS screen for inhibitors: counterscreen for cytotoxicity; A549 ARE-Fluc cells, CellTiter-Fluor viability, 18-24 h; Potency, µM (highest dose often 46 µM), for inactives: top-dose activity change, negative = cytotoxicity, hits mostly inhibitors; 0.16% of 390,000 active; also: potency is read from the fitted curve at half-maximal effect; % is scaled to controls: 0 for no effect and ±100 for the full control effect
#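 Cytotoxicity counterscreen: CellTiter-Fluor fluorescence was measured in A549 ARE_Fluc cells after 18-24 h of compound exposure in a concentration series. The subsequent BugLite luminescent read reports ARE-luciferase activity.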
# * marks the source's active call; other numbers are inactive results; i = inactive; ? = inconclusive; / = no result given; & = joins results of further samples; [ ] = remark or other dose. Unless noted, calls follow the shape of the dose curve; as a rule, active = well fitted curve in the direction sought with a large enough effect; inconclusive = small, poorly fitted or top-dose-only effect, or another doubt; inactive = no such curve, though single readings can be large; an effect the other way counts as inactive or inconclusive. An excerpt, so the mix of outcomes need not match the whole.
SMILES,CCT modulator,Nrf2 ARE act,EPAC2 ag,Mm-Cpn inhibitor,TGFb inhibitor,Nrf2 inh,EPAC2 antagonist,Akt phos inh,A549 tox
CCOc1ccc(N(CC)S(=O)(=O)N2CCCC(C(=O)NCCc3ccccc3OC)C2)cc1 (stereo not given),/,1.3%,/,/,?,?,/,/,-2%
O=C(CNC(=O)c1ccncc1)N/N=C/c1ccccc1[N+](=O)[O-],1.4,11%,12%,1%,-9%,0%,-1%,i,-5%
Cc1ccc(NC(=O)/C(C#N)=C/c2cc(C)n(-c3ccc(F)cc3)c2C)cc1C,/,0.7%,/,/,-4%,12%,/,/,0%
O=S(=O)(Nc1ccc2c(c1)OCCO2)c1cccc(F)c1,1.6,0.7%,7%,2%,-11%,?,0%,i,-12%
COc1ccc(S(=O)(=O)N2CCOCC2)cc1NC(=O)CN1CCC(Cc2ccccc2)CC1,1.7,3.0%,12%,1%,-18%,?,4%,i,?
CSCCC(NS(=O)(=O)c1ccc2ccccc2c1)C(=O)OCC(=O)c1ccc(C(C)C)cc1 (stereo not given),-3.0,5.8%,8%,-5%,-27%,-10%,-7%,i,-3%
CCSc1nnc(NC(=O)COc2ccc3ccccc3c2)s1,-0.2,-0.4%,-5%,-9%,-8%,12%,6%,i,10%
C=CCN(C(=O)CNC(=O)c1cccs1)C(C(=O)NC1CCCCC1)c1cccnc1 (stereo not given),-2.9,-0.4%,6%,3%,-7%,-14%,3%,i,-10%
COc1ccccc1[C@@H]1C(c2ccccc2)=NN(c2ccc(Br)cc2)[C@H]1C(=O)N1CCOC1=O,-1.0,1.0%,9%,-26%,?,-9%,-2%,i,-1%
COc1ccc2ccccc2c1CN1CCN(C)CC1,-0.4,-0.8%,8%,0%,-11%,-10%,8%,i,-7%
Cc1ccc(S(=O)(=O)N2CCC(C(=O)OC(C)C(=O)NCc3ccc4c(c3)OCO4)CC2)cc1 (stereo not given),-2.1,0.2%,-5%,1%,2%,4%,13%,i,3%
CCCCc1cc(=O)oc2c3c(cc(OCC(=O)NCCCO)c12)OC(C)(C)CC3,-2.9,2.5%,4%,-5%,0%,0%,1%,i,0%
Cn1c2c(c(=O)n(C)c1=O)C1c3cc(Cl)ccc3OCC1CO2 (stereo not given),1.1,-0.7%,6%,-1%,-6%,-12%,2%,i,-7%
COc1ccc(-n2c(-c3ccccc3)nnc2-c2ccc(Cl)cc2)cc1,-0.8,0.3%,8%,-1%,6%,6%,15%,i,3%
COc1ccc(CCN2CC(C(=O)Nc3ccccc3F)CC2=O)cc1OC (stereo not given),0.4,-0.4%,12%,1%,5%,3%,8%,i,-3%
Cn1c(-c2ccc(Cl)cc2)cnc1N,-1.9,-0.4%,9%,2%,1%,-17%,2%,/,-7%
CC(=O)[C@@H]1[C@@H](C)N(Cc2ccccc2)C(=O)N[C@H]1c1ccccc1,0.2,0.1%,8%,/,-5%,-2%,3%,i,2%
COc1ccc(-n2c(SCC(=O)Nc3ccccc3OC)nc(O)cc2=O)cc1,-4.0,-0.1%,9%,-5%,-11%,3%,0%,i,6%
Cc1ccc(NC(=O)C2(C)CCN2C(=O)Cc2ccccc2Cl)cc1C (stereo not given),0.9,0.4%,9%,/,-5%,/,-20%,/,/
O=C(CSc1nnc2c(Cl)cc(Cl)cn12)N1CCN(S(=O)(=O)c2ccccc2)CC1,-1.1,3.8%,8%,1%,-10%,9%,8%,i,-10%
O=c1onc(-c2ccccc2)n1-c1cc(Cl)cc(Cl)c1,-1.9,-1.8%,10%,/,0%,?,?,i,0%
Cc1ccc(C(=O)Nc2oc(-c3ccccc3)cc2C#N)cc1,1.2,0.6%,2%,/,5%,/,9%,i,?
COc1cc2nc(N3CCNCC3)nc(N)c2cc1OC,0.6,2.3%,23%,-2%,?,6%,32µM*,/,-11%
CCC(=O)c1cn(CC(=O)O)c2ccccc12,-0.9,-0.5%,7%,2%,1%,-13%,5%,i,1%
CCOC(=O)c1c(-c2cccs2)csc1NC(=O)CC(C)C,-0.1,-0.1%,6%,-3%,4%,-9%,-2%,i,15%
COc1ccccc1-c1cc2nc(C)c(CCC(=O)NCc3cccc(Cl)c3)c(C)n2n1,/,-1.5%,/,/,?,?,/,/,?
Cc1cc(NC(=O)CSC2=NS(=O)(=O)c3cc(Cl)ccc3N2)no1,-4.9,-0.8%,3%,1%,0%,6%,0%,i,-3%
Cc1cccn2cc(CCNC(=O)c3cccs3)nc12,-0.8,0.3%,1%,1%,7%,11%,1%,i,2%
O=C(NC(=S)N1CCN(C/C=C/c2ccccc2)CC1)c1cccnc1,2.4,0.1%,8%,-2%,3%,-10%,-12%,i,2%
O=c1n(S(=O)(=O)c2cccc3cccnc23)c2ccccc2n1S(=O)(=O)c1cccc2cccnc12,-1.0,0.1%,4%,1%,-12%,/,8%,/,0%
COc1ccc(C2NCCc3cc(OC)c(OC)cc32)cc1OC (stereo not given),1.1,-0.6%,0%,0%,7%,16%,9%,i,3%
O=C(CN(C(=O)c1ccccc1)N1C(=O)CCC1=O)c1cccs1,1.3,-0.8%,4%,0%,13%,10%,17%,i,-5%
CCOC(=O)c1cccc(NC(=O)CN2CCN(c3ccc(OC)cc3)CC2)c1,-1.9,2.5%,-2%,0%,?,6%,2%,i,?
COc1ccccc1Cc1noc(-c2cc(Cl)ccc2OC)n1,0.8,4.8%,23%,-8%,1%,6%,-3%,i,-3%[1.84 µM]
Cc1ccc(Sc2c(C)nn(C(C)(C)C)c2OC(=O)CC(C)C)cc1,/,-1.4%,/,/,-13%,-1%[9.27 µM],/,/,-6%
COc1ccc(S(=O)(=O)N2CCCCC2)cc1NC(=O)CCNC(=O)c1ccco1,0.7,-0.6%,0%,-1%,3%,4%,14%,i,4%
CCOCc1c(C(=O)OCC(=O)Nc2ccc(C)c(S(=O)(=O)N(C)C)c2)oc2ccccc12,-0.1,-0.6%,-1%,-2%,-4%,3%,-3%,i,1%
Cc1ccc(NC2CC(=O)N(c3ccc(C)cc3)C2=O)cc1 (stereo not given),1.4,3.1%,1%,0%,-13%,11%,3%,i,-8%
CCOCCCNS(=O)(=O)c1ccc2c(c1)OCCO2,1.3,0.4%,1%,0%,0%,-17%,5%,i,-5%
Cc1cccn2c(=O)nc(SCC(=O)N3CCCCC3)nc12,-0.4,0.5%,-3%,0%,1%,-14%,0%,i,-4%
CCN1C(=O)/C(=C\c2ccncc2)SC1=S,0.2,12%,11%,-1%,-3%,0%,-3%,i,2%
CC(C)(C)C(=O)Nc1c2c(nc3c1CCC3)CCCC2,-0.7,-0.5%,11%,-18%,-3%,9%,0%,i,-5%
O=C(Cn1cnc(S(=O)(=O)N2CCCC2)c1)Nc1ccccc1,-2.2,-0.7%&-0.4%,14%,0%,-11%&11%,?,4%,i,6%&10%
O=C1c2ccccc2C(=O)N1CCCCSc1nnc2c(Cl)cc(Cl)cn12,-7.0,-1.6%,4%,-2%,0%,/,-4%,i,1%
COc1ccccc1C(=O)Nc1ccc(Oc2ncnc3sc(-c4ccccc4)cc23)cc1,0.0,2.5%,21%,?,0%,-12%,-4%,i,/
O=C(CC1(O)C(=O)N(Cc2ccc3c(c2)OCO3)c2ccccc21)c1ccccc1 (stereo not given),-6.8,0.5%,18%,1%,-14%,-15%,-10%,i,1%
Cc1cccc(-c2n[nH]c(=S)n2/N=C/C=C/c2ccco2)c1,0.3,2.5µM*,-5%,-2%,-16%,-6%,0%,i,-3%
Cc1ccc(NC(=O)Cn2ncc3ccccc32)c(Cl)c1,1.8,-0.1%,-3%,1%,12%,21%,-6%,i,11%
CCn1c2ccccc2c2cc([N+](=O)[O-])ccc21,-1.6,3.6%,23%,1%,14%,6%,-9%,i,3%
O=C(O)C1CCCN1C(=O)Oc1ccccc1 (stereo not given),-2.1,0.4%,-13%,1%,-17%,?,4%,i,-11%
CCOc1ccc(-c2nonc2NC(=O)c2ccco2)cc1,0.4,-0.3%&3.4%,14%,1%,-10%&18%,?,9%,i,-2%&-2%
O=C(CN1C(=O)NC2(CCCCC2)C1=O)N1CCN(S(=O)(=O)c2ccc(F)cc2)CC1,-1.4,0.3%,-1%,?,-1%,-7%,11%,i,-11%
Nc1ccc2nc(-c3cccs3)[nH]c2c1,0.3,17%,2%,?,-13%,?,8%,i,2%
CCCc1c(C(=O)N/N=C/C(C)=C/c2ccco2)nnn1-c1nonc1N,0.1,?,1%,-4%,-26%,-11%,-20%,i,-2%

# Entries of single compounds from above. Order of screens: CCT modulator	Nrf2 ARE act	EPAC2 ag	Mm-Cpn inhibitor	TGFb inhibitor	Nrf2 inh	EPAC2 antagonist	Akt phos inh	A549 tox
# Cc1ccc(NC(=O)Cn2ncc3ccccc32)c(Cl)c1 is entered as 1.8	-0.1%	-3%	1%	12%	21%	-6%	i	11%
# Cc1cccc(-c2n[nH]c(=S)n2/N=C/C=C/c2ccco2)c1 is entered as 0.3	2.5µM*	-5%	-2%	-16%	-6%	0%	i	-3%
# CCn1c2ccccc2c2cc([N+](=O)[O-])ccc21 is entered as -1.6	3.6%	23%	1%	14%	6%	-9%	i	3%
# O=C(CC1(O)C(=O)N(Cc2ccc3c(c2)OCO3)c2ccccc21)c1ccccc1 (stereo not given) is entered as -6.8	0.5%	18%	1%	-14%	-15%	-10%	i	1%
